Compound activity from PubChem.
XBP1 UPR activ: activators of adaptive XBP1 UPR arm, primary screen, cell-based, CHO-XBP1 luciferase reporter, luminescence, uHTS; 330,000 compounds, 0.33% hits; activation, % at 20 µM; IRE1-XBP1 UPR activation; percent of tunicamycin response, DMSO as zero; AID 463104, 2010;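 active means versus positive control, 20 µM dose yields 30% or more activation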;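 further: 100% = tunicamycin at 10 µg/mL and 0% = DMSO only wells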
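Material – CHO cell line with stable XBP1 luciferase reporter · Buffer or medium – F12 plus 10% FBS · Compound – single point, 20 µM final compound, 1% DMSO · Schedule – 16-18 h cell attachment at 37 °C, then 6 h compound exposure · Signal – Steady-Glo luminescence read · Benchmarks – high control tunicamycin 10 µg/mL final, low control DMSO vehicle only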
Mdm2-MdmX inh: inhibitors of human Mdm2-MdmX association, primary screen, cell-based, luminescence, split luciferase, SaOS-2, uHTS | inhibition, % at 8 µM | Protein Mdm4 (Homo sapiens) + E3 ubiquitin-protein ligase Mdm2 (Homo sapiens), … | SaOS-2 split-luciferase Mdm2/MdmX complementation | AID 485346, 2010 | 330,000 compounds, 3% hits;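 active means inhibition of at least 50% at 8 µM in the primary screen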
tim23-1 inh: growth inhibitors of tim23-1 mutant yeast, primary screen, luminescence, uHTS; inhibition, % at 20 µM; AID 463212, 2010; S. cerevisiae tim23-1 growth, BacTiter-Glo luminescence, 24 h; 330,000 compounds, 1.3% hits;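 active means growth inhibition of the mutant yeast at or above 50%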;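 further: temperature-sensitive mutant grown at 25 °C; plate controls were DMSO-treated mutant yeast for no effect and medium wells lacking yeast for full effect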
CXCR6 inh: CXCR6 receptor inhibitors, primary screen, cell-based, beta-arrestin, luminescence, CHO-K1 PathHunter, 1536-well; C-X-C chemokine receptor type 6 (Homo sapiens), O00574; inhibition, % at 20 µM; 360,000 compounds, 0.36% hits; AID 602244, 2012; in the data active means inhibition above about 34%, passing the limit was not always enough;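 further: antagonist mode with CXCL16 agonist at 10 nM final; 0% = 10 nM CXCL16 with DMSO and 100% = unstimulated wells without agonist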
Target sequence (O00574 whole entry, looked up): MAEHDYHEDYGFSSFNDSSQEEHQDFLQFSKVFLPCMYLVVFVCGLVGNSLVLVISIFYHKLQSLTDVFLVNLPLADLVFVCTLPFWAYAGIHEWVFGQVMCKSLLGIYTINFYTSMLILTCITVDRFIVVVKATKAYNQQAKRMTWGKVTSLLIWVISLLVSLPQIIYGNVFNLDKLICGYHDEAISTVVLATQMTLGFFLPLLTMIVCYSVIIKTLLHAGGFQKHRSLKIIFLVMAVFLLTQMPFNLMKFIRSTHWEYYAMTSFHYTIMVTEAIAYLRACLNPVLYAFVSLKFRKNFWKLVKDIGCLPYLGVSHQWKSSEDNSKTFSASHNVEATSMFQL
APJ ag: agonists of human apelin receptor APJ, primary screen, CHO-K1 cells, PathHunter beta-arrestin, luminescence. 330,000 compounds, 0.11% hits. activation, % at 20 µM. P35414. 0% DMSO wells, 100% apelin;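 active means activation more than six SD over the plate average, tested at 20 µM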;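 further: 0% = DMSO alone and 100% = apelin-13 at 10 nM; some results filed as inactive read as strong as hits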
Target sequence (P35414 whole entry, looked up): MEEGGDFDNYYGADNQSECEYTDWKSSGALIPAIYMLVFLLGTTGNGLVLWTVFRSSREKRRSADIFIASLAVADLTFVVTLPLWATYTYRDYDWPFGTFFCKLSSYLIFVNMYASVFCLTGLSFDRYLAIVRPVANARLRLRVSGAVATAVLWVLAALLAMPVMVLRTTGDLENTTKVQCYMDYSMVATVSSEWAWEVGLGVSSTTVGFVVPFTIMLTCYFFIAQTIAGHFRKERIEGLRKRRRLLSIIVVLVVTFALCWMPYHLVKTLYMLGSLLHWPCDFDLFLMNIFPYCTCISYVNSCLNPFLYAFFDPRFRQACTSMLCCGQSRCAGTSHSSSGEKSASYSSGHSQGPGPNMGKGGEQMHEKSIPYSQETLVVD
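Test system: CHO-K1 APJ beta-arrestin complementation cell line. Amount: cell density 1000 per well. Controls: DMSO negative, 10 nM Apelin-13 positive. Signal: luminescent beta-gal fragment complementation, chemiluminescent substrate. Read-out basis: agonist-driven arrestin binding to APJ. Timing: compound stimulation 90 min at 25 °C, detection 60 min.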
CHOP UPR activ: activators of apoptotic CHOP UPR arm, primary screen, cell-based, CHO-CHOP luciferase reporter, luminescence, uHTS; UPR activation; percent of tunicamycin response over DMSO baseline; activation, % at 10 µM; 330,000 compounds, 0.34% hits;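 active means at 10 µM dose, activation of 40% or more, normalized to positive control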;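 further: 100% = tunicamycin at 10 µg/mL and 0% = DMSO alone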
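assay system = CHO CHOP reporter cells | amount = 500 CHO-CHOP cells per well | buffer or medium = F12 with 10% FBS | incubation = 16-18 h cell attachment, then 6 h compound exposure, 37 °C | detection = luminescence read with Steady-Glo | read-out = percent activation relative to tunicamycin control | controls = tunicamycin high control, DMSO low control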
TIM10 inh: growth inhibitors of isogenic TIM10 control yeast, primary screen, counter-screen for tim10-1 yeast inhibitor project, luminescence, uHTS | 330,000 compounds, 1.4% hits | S. cerevisiae TIM10 strain growth, BacTiter-Glo luminescence, 24 h | inhibition, % at 10 µM | AID 463195, 2010;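 active means inhibition of 40% or more at the single tested concentration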;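 further: wild-type TIM10 isogenic control strain grown at permissive 25 °C; 0% = DMSO yeast wells and 100% = minimal medium wells without yeast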
APJ antagonist: antagonists of human apelin receptor APJ, primary screen, CHO-K1 cells, beta-arrestin complementation, luminescence. AID 2521, 2010. P35414. 330,000 compounds, 0.32% hits. inhibition, % at 20 µM;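 active means inhibition above about 40% at 20 µM, limit read from the data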;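 further: cells challenged with 10 nM apelin-13 agonist together with compound; plate controls were apelin-13 plus DMSO wells for no effect and DMSO wells lacking apelin-13 for full effect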
tim10-1 inh: growth inhibitors of tim10-1 mutant yeast, primary screen, luminescence, uHTS; S. cerevisiae tim10-1 ts strain growth, BacTiter-Glo, 24 h; inhibition, % at 20 µM; 330,000 compounds, 2.2% hits; AID 463190, 2010;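 active means inhibition of at least 40%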;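 further: mutant grown at 25 °C; 0% = DMSO wells with yeast and 100% = wells holding no yeast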
* hit, by the source's call. These rows are one share of the data; rates above refer to the full screens.

Sequence of screens: XBP1 UPR activ, Mdm2-MdmX inh, tim23-1 inh, CXCR6 inh, APJ ag, CHOP UPR activ, TIM10 inh, APJ antagonist, tim10-1 inh
Cc1ccc(S(=O)(=O)Nc2cc(S(=O)(=O)N3CCCCC3)ccc2N2CCOCC2)cc1
  -2, 21, 12, -4, 0, -2.1, 2, -5, -5
COC(=O)c1ccc(CSc2nc(C(F)(F)F)c3c(c2C#N)CCC3)o1
  -5, 14, 17, 0, -4, 1.1, 8, 4, 20
O=c1oc2ccccc2c(NCc2ccccc2)c1[N+](=O)[O-]
  -1, 0, 26, 5, -3, 0.4, 9, 20, -9
CCC(C)(C)NC(=O)c1ccc(S(=O)(=O)N2CCCCCC2)cc1
  -3, 16, 15, 1, -1, -0.9, -1, -24, 26
CN(CCn1ccnc1)Cc1cn(Cc2ccccc2)nc1-c1ccc2c(c1)OCO2
  -1, -1, 28, 6, -6, 0.1, 0, -6, 7
COc1ccc(C(=O)Cn2cnc3ccccc3c2=O)cc1OC
  7, -7, 18, 4, -2, 2.0, 3, -1, -41
OCC(CBr)(CBr)CBr
  0, 8, -10, -1, 1, -1.4, 6, -2, -14
COc1ccc(C2CC(c3cccs3)=NN2C(=O)c2ccc(Br)o2)cc1 (stereo not drawn)
  2, 10, 35, 8, -1, 0.8, 17, -4, -1
Cc1nc(-c2ccccc2)sc1-c1nc(-c2ccccc2)ncc1S(=O)(=O)c1ccccc1
  -1, 15, 9, 10, -2, -0.5, 9, 2, 17
COc1ccc(NC(=O)COc2ccccc2Cc2ccccc2)cn1
  -2, -3, 15, -1, -1, 0.0, -22, 7, -2
C/C(CC(=O)Nc1cc(C)cc(C)c1)=N\NC(=O)c1ccccn1
  0, 14, 10, 4, -2, 0.1, 14, -10, 6
Cc1cc(NC(=O)C2CC2)ncc1NC(=O)C12CC3CC(CC(C3)C1)C2
  -2, -5, 48, 1, 1, 0.3, 48*, -1, 54*
C=CCc1ccc(OCCN2CCc3ccccc3C2)c(OC)c1
  -2, -17, 8, 6, -4, 0.0, 11, 2, 8
CN(Cc1ccccc1)C(=O)c1cc2cc(F)ccc2[nH]1
  1, 32, 13, 5, 0, 3.5, -1, -2, -6
Cc1c(C(=O)N2CCCc3ccccc32)sc2nc(-c3ccccc3)cn12
  3, -13, 46, -7, 3, 8.5, -2, 21, 5
Cc1ccc(S(=O)(=O)N2[C@@H](c3cccc(Cl)c3)C(C(=O)O)=CC[C@H]2c2cccc(C)c2)cc1
  3, 0, 28, -12, -5, -1.1, 11, -50, 22
C=C(C)c1cccc(C(C)(C)NC(=O)N2CCCC(C(N)=O)C2)c1 (stereo not drawn)
  -2, 14, 0, 0, 3, -0.7, -6, -8, -9
Cc1ccc(S(=O)(=O)N2CC=C(C(=O)NC3CCCC3)CC2)cc1
  -4, 9, 5, -3, 1, -1.3, 14, 4, -15
Cc1ccc(NC(=S)NCCc2ccc(S(N)(=O)=O)cc2)c(C)c1
  0, -17, 8, -3, 7, 0.2, 3, -4, 9
COc1ccccc1NC(=O)c1ccc(-c2ccccc2F)o1
  5, 15, 17, 4, -8, 1.8, 17, 13, 3

Sequence of screens: XBP1 UPR activ, Mdm2-MdmX inh, tim23-1 inh, CXCR6 inh, APJ ag, CHOP UPR activ, TIM10 inh, APJ antagonist, tim10-1 inh
O=C(CCN1C(=O)COc2ccccc21)NCc1ccco1
  -4, 26, 7, -7, -1, -1.6, 1, -3, -6
Cc1ccc(N2C(=O)N(CC(=O)Nc3ccccc3C(F)(F)F)C(=O)C2C)cc1 (stereo not drawn)
  -2, -27, 2, 0, -3, -0.4, 6, -5, -5
Cn1c(=O)oc2cc(S(=O)(=O)NCCC(=O)N3CCN(c4ccccc4)CC3)ccc21
  -3, 6, 0, -5, 1, 0.2, 4, 10, 2
O=C(NCCCn1ccnc1)C(=O)NCC(c1ccco1)N1CCN(c2ccccc2)CC1 (stereo not drawn)
  -2, 1, -2, 1, -2, 0.0, -5, 14, 0
O=C(COc1ccc([N+](=O)[O-])cc1)Nc1ccc(NC(=O)c2ccccc2)cc1
  -3, 16, -6, -5, 7, -0.5, 8, -18, 8
O=C(O)/C=C/C(=O)NCCNc1ncc(C(F)(F)F)cc1Cl
  -4, -4, 13, -7, -1, 1.6, 4, 18, 27
Cc1ccc(NC(=O)N2CCC(C(=O)NCCC3=CCCCC3)CC2)cc1
  3, -1, -6, -9, -1, -0.3, -9, -10, -7
Cc1nc(C)n(CC(C)C(=O)N2CCN(S(=O)(=O)c3ccccc3)CC2)n1 (stereo not drawn)
  2, -42, 24, -2, 2, -1.0, -1, -13, 27
CCc1c(C)nc2cc(-c3ccc(Cl)cc3)[nH]n2c1=O
  -1, -67, 0, 0, 0, 2.0, -2, -16, -22
CCCCn1c(N)c(N(CCOC)C(=O)c2cc(S(=O)(=O)N3CCCCC3)ccc2C)c(=O)[nH]c1=O
  -3, -10, 7, -5, 10, 0.6, 8, -60, -4
CN1CCCN(Cc2nc(-c3ccc(Cl)cc3)no2)CC1
  0, -26, 1, 2, -6, -0.7, -10, 8, -1
O=C(COc1cccc(Cl)c1Cl)Nc1ccc2c(c1)CCC2
  3, 4, 9, -13, 0, 8.3, 2, 6, -9
O=C(O)CSCc1nc2scc(-c3ccccc3)c2c(=O)[nH]1
  -2, 13, -6, 8, -2, -0.1, -10, 7, -9
O=C(COC(=O)Cc1ccc(-c2ccccc2)cc1)NCc1ccccc1
  4, -31, 4, -6, -4, 1.3, 17, 6, 11
CC(C)(C)c1ccc(/C=C/C(=O)Nc2ncccn2)cc1
  0, -199, 42, -3, -3, 3.9, 4, 10, 6
CCCc1nn2c(=O)cc(CSCC(=O)Nc3ccccc3)nc2s1
  3, -5, 8, -4, -5, -1.8, 1, 8, 0
Nn1c(Cc2ccccc2F)nnc1SCn1nnc2ccccc2c1=O
  0, 4, 25, -3, 5, 1.4, 1, 1, 16
CC(C)(C)OC(=O)C[C@H]1C/C=C\C[C@H](CC(=O)N[C@H](CO)Cc2ccccc2)C(=O)N[C@H](Cc2ccccc2)COC1=O
  1, -14, 6, 2, -3, 0.1, 5, -4, 6
COCCn1c(SCC(=O)NCc2ccc(F)cc2)nc2ccccc21
  0, -19, 9, 5, -1, -2.4, 3, -7, 21
CCOC(=O)c1cc(-c2csc(Nc3c(C)cc(C)cc3C)n2)on1
  -2, 13, 3, 1, 0, 1.1, 4, 23, 14

Reformatted with bars between the fields: entries from further up
molecule | XBP1 UPR activ | Mdm2-MdmX inh | tim23-1 inh | CXCR6 inh | APJ ag | CHOP UPR activ | TIM10 inh | APJ antagonist | tim10-1 inh
CC(C)(C)c1ccc(/C=C/C(=O)Nc2ncccn2)cc1 | 0 | -199 | 42 | -3 | -3 | 3.9 | 4 | 10 | 6
CCCc1nn2c(=O)cc(CSCC(=O)Nc3ccccc3)nc2s1 | 3 | -5 | 8 | -4 | -5 | -1.8 | 1 | 8 | 0
Nn1c(Cc2ccccc2F)nnc1SCn1nnc2ccccc2c1=O | 0 | 4 | 25 | -3 | 5 | 1.4 | 1 | 1 | 16

Profiles as entered above. Order of values: XBP1 UPR activ	Mdm2-MdmX inh	tim23-1 inh	CXCR6 inh	APJ ag	CHOP UPR activ	TIM10 inh	APJ antagonist	tim10-1 inh
Record of `O=C(CCN1C(=O)COc2ccccc21)NCc1ccco1` : -4	26	7	-7	-1	-1.6	1	-3	-6
Record of `CN1CCCN(Cc2nc(-c3ccc(Cl)cc3)no2)CC1` : 0	-26	1	2	-6	-0.7	-10	8	-1
Record of `Cn1c(=O)oc2cc(S(=O)(=O)NCCC(=O)N3CCN(c4ccccc4)CC3)ccc21` : -3	6	0	-5	1	0.2	4	10	2
Record of `Cc1ccc(N2C(=O)N(CC(=O)Nc3ccccc3C(F)(F)F)C(=O)C2C)cc1` (stereo not drawn) : -2	-27	2	0	-3	-0.4	6	-5	-5
Record of `O=C(NCCCn1ccnc1)C(=O)NCC(c1ccco1)N1CCN(c2ccccc2)CC1` (stereo not drawn) : -2	1	-2	1	-2	0.0	-5	14	0

Next part.
Sequence of screens: XBP1 UPR activ, Mdm2-MdmX inh, tim23-1 inh, CXCR6 inh, APJ ag, CHOP UPR activ, TIM10 inh, APJ antagonist, tim10-1 inh
COc1ccc(OCC(=O)N2CCCC2=O)c([N+](=O)[O-])c1
  0, -9, 7, -9, 9, 1.0, 14, 9, 7
NS(=O)(=O)c1cc(C(=O)NCCOc2ccccc2)c(Cl)cc1Cl
  1, -3, -3, 1, -1, 1.9, -6, -5, -15
Cc1c([N+](=O)[O-])c2ccc(O)cc2n1-c1ccccc1
  -2, 66*, 11, 5, -2, -3.1, -7, 9, -2
Cc1ccc(CNS(=O)(=O)c2c(C)nc3scc(C)n3c2=O)cc1
  0, 17, -9, -10, -7, 3.8, 1, 6, 4
O=C(Cc1ccc([N+](=O)[O-])cc1)NC1CCCCCC1
  -5, 0, 0, -13, 1, 2.2, -1, 12, 5
Cc1nn(-c2ccccc2)c(=O)c2noc(C)c12
  -2, 4, 0, -3, -2, 0.8, 10, 10, 12
Cc1nnc(Nc2ccccn2)c2ccccc12
  -1, 8, 46, -2, -1, 1.3, 85*, 9, 66*
Cc1ccc(C(=O)Oc2oc(-c3ccccc3)nc2C=Nc2ccc(N(C)C)cc2)cc1
  -4, -84, 19, 8, -3, 5.4, 3, 21, 26
Cc1cc([N+](=O)[O-])ccc1NCc1cccc2ccccc12
  -3, 41, -13, 14, -1, 1.5, -5, 22, 15
CNc1nc(Cl)c(SC)c(NCc2cccc(OC)c2)n1
  -4, 11, 30, -6, -5, -1.4, 4, 10, 2
CCn1c(SCC(=O)N(C(C)C)C(C)C)nnc1-c1cc2ccccc2cc1O
  -2, 6, 32, 5, -3, 1.7, 26, -5, 31
O=C(CSc1ncnc2sccc12)Nc1ccccc1
  5, -5, -5, -3, -3, 0.1, 8, 3, 0
CN1CCN(C(CNS(=O)(=O)c2ccc([N+](=O)[O-])cc2)c2ccc(F)cc2)CC1 (stereo not drawn)
  0, 4, 8, -10, 9, -0.2, 8, -42, 2
COc1cc(NC(=O)C(C)C)ccc1NC(=O)c1cc2ccccc2o1
  -3, -104, 16, 5, 2, 4.4, 14, -15, -11
Cn1c(-c2ccc(C=O)s2)nc2ccccc21
  -1, -3, 3, 8, 2, 3.1, 7, -36, 2
CSc1sc(C(=O)Nc2ccc(F)cc2F)c2c1C=CCC2
  0, 15, 15, -1, 0, 4.0, 0, -6, 9
Cn1c(=O)oc2cc(S(=O)(=O)N3CCCc4ccccc43)ccc21
  -3, 55*, 6, 0, 5, -1.3, -18, -1, 8
